Screens: PubChem, National Center for Advancing Translational Sciences (NCATS)
FEN1 inh = inhibitors of human flap endonuclease 1. AID 588795. hit rate 0.35% among 390,000. Potency, µM (doses to about 114 µM), without a hit: top-dose activity change, negative = inhibition, actives largely listed as inhibitors. Recombinant FEN1 flap cleavage, fluorescence, 15 min. P39748; also: nearly all actives have a fitted effect of over 65% in size
Target sequence (P39748 whole entry, looked up): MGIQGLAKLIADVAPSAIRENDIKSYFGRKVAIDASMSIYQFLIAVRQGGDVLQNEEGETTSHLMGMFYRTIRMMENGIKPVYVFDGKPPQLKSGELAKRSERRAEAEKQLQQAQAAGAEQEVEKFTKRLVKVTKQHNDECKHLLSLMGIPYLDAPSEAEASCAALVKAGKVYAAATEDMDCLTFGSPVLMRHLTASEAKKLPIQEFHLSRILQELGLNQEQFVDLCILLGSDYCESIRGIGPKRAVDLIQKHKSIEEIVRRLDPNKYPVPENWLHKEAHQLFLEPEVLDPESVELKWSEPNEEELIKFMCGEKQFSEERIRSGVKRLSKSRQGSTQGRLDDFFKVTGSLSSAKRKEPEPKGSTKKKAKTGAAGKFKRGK
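Read-out was taken twice, immediately and after 15 min, following addition of 50 nM substrate to 10 nM FEN1 that had sat with test compound for 15 min at room temperature. Curves came from a four-parameter Hill model.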
DT40 TDP1 CPT = DT40-hTDP1 cell growth loss with CPT. chicken DT40 Tdp1-/-;hTDP1 cells + 20 nM CPT, ATP luminescence, 48 h. Potency, µM (series often up to 46.2 µM), for inactives: top-dose activity change, negative = growth inhibition, actives largely listed as inhibitors. hit rate 12% among 420,000. AID 686979; also: nearly all actives have a fitted effect of over 55% in size
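Chicken DT40 Tdp1-/- cells complemented with human TDP1, 400 cells/well, exposed to compounds plus 20 nM camptothecin for at least 48 h at 37 C; viability read as ATP content by CellTiter-Glo luminescence.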
N370S GC = inhibits or activates N370S mutant glucocerebrosidase. N370S GC spleen homogenate, 4MU-glucoside fluorescence. hit rate 0.092% among 330,000. P04062. Potency, µM (doses to about 59.4 µM), for the others: top-dose activity change, negative = inhibition, hits mostly inhibitors;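 also: 0% = full enzyme activity and -100% = no enzyme basal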
Starred values were filed as active, the others as inactive; ? = inconclusive; · = no result given; & = joins results of further samples; ! = not active in a repeat; [ ] = another dose, or the depositor's remark. Calls follow the shape of the dose curve; as a rule, active = well fitted curve in the direction sought with a large enough effect; inconclusive = small, poorly fitted or top-dose-only effect, or another doubt; inactive = no such curve, though single readings can be large; an effect the other way counts as inactive or inconclusive. Unless noted, % is scaled to controls: 0 for no effect and ±100 for the full control effect; potency is read from the fitted curve at half-maximal effect. This is a subset. The share of hits here may be higher or lower than overall.

SMILES | FEN1 inh | DT40 TDP1 CPT | N370S GC
NC(=O)c1cc(-c2csc(NCCc3ccccc3)n2)ccc1O | -15% | ? | 1%
C=CCc1cccc(/C=N/NC(=O)CCC(=O)Nc2ccc(C)cc2)c1O | 4% | 15µM* | 3%
COc1ccc(OCCC(=O)Nc2ccccc2)cc1 | -16% | 2% | -1%
CC(=O)N1CCN(c2nc3ccc(Br)cc3s2)CC1 | 22% | ? | -3%
O=C(Cc1ccccc1)c1ccc(O)cc1 | 0% | 2% | ·
COc1cccc(-c2nnc(-c3ccccc3[N+](=O)[O-])o2)c1 | -5% | -14% | 5%
CC1CCN(C(=O)CSc2nnc(N)s2)CC1 | -2% | 9% | 0%
O=C(Nc1ccccc1C(=O)OCC(=O)N1CCc2ccccc2C1)c1ccco1 | -6% | ? | -25%
Cc1ccsc1CN(C)CC(=O)Nc1ccccc1C(=O)NC1CC1 | -5% | 12% | ·
CC(=O)NCCCc1nc2ccccc2n1Cc1cc(C)ccc1C | -3% | 4% | -4%
COc1ccccc1CNC(=O)CN1CCC(n2cnc3cc(F)ccc32)CC1 | -4% | -8% | 24%
Fc1ccc(NC(=S)Nc2cccc3cnccc23)cc1 | -10% | 6% | -1%
COc1ccc(NC(=O)CN(C)C(=O)Cc2ccc(-c3ccccc3)cc2)cc1 | 1% | 2% | ·
O=C(N/N=C/c1ccc(Br)s1)c1cccc([N+](=O)[O-])c1 | -4% | ? | -2%
CC(Oc1ccccc1Cl)C(=O)N1CCOCC1 (stereo unspecified) | -6% | 20% | 3%
CCc1cc(C(=O)N=Nc2c(O)[nH]c3c(Br)cc(Br)cc23)c2ccccc2n1 | -8% | 21µM* | -6%
CCC1CCCCN1CCCNC(=O)c1ccc(CS(=O)(=O)c2ccc(Br)cc2)o1 (stereo unspecified) | -6% | -10% | -14%
Cc1c(NC(=S)Nc2ccccc2)c(=O)n(-c2ccccc2)n1C | 5% | -2% | -1%
CC(C)C(=O)N1c2ccccc2NC2=C(C(=O)CCC2)C1c1ccc(N(C)C)cc1 (stereo unspecified) | -13% | -5% | 13%
CCN1CCN(C(c2ccc(F)cc2)c2nnnn2Cc2ccc3c(c2)OCO3)CC1 (stereo unspecified) | -4% | ? | 13%
O=[N+]([O-])c1ccc2ncnc(Nc3ccc4c(c3)OCCO4)c2c1 | -5% | ? | -18%
Fc1ccc(-c2csc3ncnc(N4CCN(Cc5ccccc5)CC4)c23)cc1 | 8% | 21µM* | -14%
N#Cc1ccc(OCC(=O)Nc2cc(S(=O)(=O)N3CCCCC3)ccc2N2CCCCC2)cc1 | 1% | -5% | 2%
COc1ccc(NC(=O)/C=C/c2ccc3c(c2)OCO3)cc1 | 2% | 2% | 8%
CCCCCCCCNS(=O)(=O)CCNC1CCCCC1 | 6% | ? | ·
COc1ccc2nc(Nc3ccc4c(c3)OCO4)sc2c1 | -4% | -15% | 6%
COc1ccc(OC)c(NC(=O)CSC2=Nc3ccccc3C3=NC(CCC(=O)NCc4ccco4)C(=O)N23)c1 (stereo unspecified) | 0% | ? | ·
CC(NC(=O)C1CCN(S(=O)(=O)c2cccc3cccnc23)CC1)c1ccccc1 (stereo unspecified) | 4% | -17% | 0%
O=[N+]([O-])c1ccc2nc(SCc3ccccc3Cl)sc2c1 | 1% | ? | 4%
COc1ccc2nc(N/C(N)=N/C(=S)Nc3c(C)cccc3C)nc(C)c2c1 | 32µM* | 16µM* | 13%
CCOC(=O)CCCNC(=O)COC(=O)[C@@H]1CCCN1S(=O)(=O)c1ccc(Cl)cc1 | 0% | -6% | 11%
O=S(=O)(c1ccc(Oc2ncnc3scc(-c4ccccc4)c23)cc1)N1CCOCC1 | 8% | 23µM* | -11%
COc1cccc(-n2c(-c3ccc(Cl)cc3)cc3c2CC(C)(C)CC3=O)c1 | 15% | ? | ·
N#C/C(=C\c1cc([N+](=O)[O-])c(N2CCCCC2)cc1N1CCCCC1)c1nn(-c2ccccc2)c(N)c1C#N | 3% | ? | 5%
CN(C)c1ccc(C(=S)NC2CCCCC2)cc1 | -13% | ? | ?
COc1ccccc1C1CC(c2ccco2)=NN1c1ccccc1 (stereo unspecified) | -12% | ? | ?
O=C(Nc1ccc(N2CCCC2)cc1)c1ccc(Br)cc1 | -23% | -3% | ?
COc1ccc(C(F)(F)F)cc1N/C=C/c1nnnn1-c1ccc2ccccc2c1 | -2% | 4% | 5%
O=C(Nc1cccc(O)c1)c1noc2c1CCc1ccccc1-2 | 14%&-9% | 16µM*! | 7%
Cc1noc(C)c1-c1nc(N2CCOCC2)c2ccccc2n1 | · | 5% | 25%
CCN1CCCC1CNC(=O)Cn1ncc2c(=O)oc3ccc(C)cc3c21 (stereo unspecified) | -17% | -6% | 0%
COC(=O)CCn1cnc2onc(-c3cc(F)cc(F)c3)c2c1=O | -9% | 19% | ·
C#Cc1cccc(NC(=O)CSc2nnc(-c3ccc(C(F)(F)F)cn3)o2)c1 | 21% | -3% | 1%
COc1ccc(C)cc1NC(=O)CN(C)S(=O)(=O)c1cnc[nH]1 | -2% | 8% | -2%
CC(=O)N1CCc2cc(S(=O)(=O)CCC(=O)N3CCN(c4ccccn4)CC3)ccc21 | -1% | -29% | 3%
Cc1ccc(NC(=O)CNCc2cccs2)c(Br)c1 | 7% | -18% | -4%
CCOCCCNC(=O)c1ccccc1OC1CCN(S(C)(=O)=O)CC1 | -5% | 3% | 1%
COc1ccccc1NC(=O)/C=C\c1ccco1 | -14% | ? | -10%
Cc1ccc(-c2csc(N3CCN(CCCn4c(-c5ccncc5)nc5ccccc54)CC3)n2)cc1 | -23% | 5.8µM* | -10%
C=CCN(c1ccccc1OC)S(=O)(=O)c1cccc(C(=O)NC2=NCCS2)c1 | 12% | ? | ·
CC(=O)Nc1ccc(NCC(=O)c2ccccc2)cc1 | 5% | ? | -10%
CN(C)c1nc(N)nc(CSc2nnnn2C)n1 | -10% | -2% | 2%
C=CCC1(O)C(=O)Nc2ccccc21 (stereo unspecified) | 1% | 5% | 4%
Cc1cc(C)n(C(=O)c2cccc(S(=O)(=O)N3CCCCC3)c2)n1 | 12% | -9% | 6%
O=C(Nc1ccccc1F)Nc1cccc2ccc(O)cc12 | -31% | 16µM* | ?
CC1CCN(C(CNS(=O)(=O)c2ccccc2)c2ccccc2)CC1 (stereo unspecified) | -13% | -26% | ·
COc1ccc(CCN2CCCC(CN(C)Cc3cc(Cl)c(O)c(OC)c3)C2)cc1 (stereo unspecified) | 4% | -24% | -6%
Cc1nn(Cc2cccc(C(=O)NN)c2)c(C)c1Cl | 0% | -21% | 2%
O=C1CCCC(=O)C1C1c2ccccc2CCN1C(=O)CCl (stereo unspecified) | -2% | 2% | -1%
O=C(NCCc1ccccc1)C1CC(=O)N(c2ccc3c(c2)OCCO3)C1 (stereo unspecified) | -1% | 7% | -6%
New compounds follow:
SMILES | FEN1 inh | DT40 TDP1 CPT | N370S GC
COc1ccnc(CN(C)C(=O)C2CCC(=O)N(Cc3cccc(C(F)(F)F)c3)C2)c1 (stereo unspecified) | 0% | -17% | -8%
O=C(O)c1ccccc1C(c1ccccc1)c1ccccc1O (stereo unspecified) | -17% | -8% | ·
COc1cccc(CNc2nnnn2C)c1 | 10% | 0% | 2%
CC(Oc1ccccc1F)C(=O)/C=C/N(C)C (stereo unspecified) | -3% | -16% | 0%
O=c1[nH]c(C2CCN(S(=O)(=O)c3ccccc3F)CC2)nc2c1nnn2Cc1ccc(F)cc1 | -13% | -9% | -13%
COc1ccc(S(=O)(=O)N2CCOCC2)cc1NC(=O)COC(=O)CCS(=O)(=O)c1ccc(C)cc1 | -4% | ? | ·
CCc1ccc2oc(C(=O)NC3CCS(=O)(=O)C3)cc(=O)c2c1 (stereo unspecified) | -3% | 4% | -1%
NC(=O)CCS(=O)(=O)CCN1CCCCC1 | -12% | 11% | 4%
COc1ccc(C2C(=O)N(C3CCCCC3)CC(=O)N2C2CCCCC2)cc1 (stereo unspecified) | -15%&7% | -17%&-14% | 5%
CC(C)c1ccc(Nc2ncnc3c2nc2n3CCCC2)cc1 | 7% | ? | ·
Cc1cc(N2CCCC2)nc2c(C)cccc12 | -3% | -2% | 6%
N#Cc1cccc2c1-c1ccccc1/C2=N/NC(N)=S | -8% | ? | 3%
Cc1csc(NC(=O)CCn2c(=O)oc3ccc(Cl)cc32)n1 | -14% | ? | -2%
O=S1(=O)CCC(n2nccc2-c2ccccc2)C1 (stereo unspecified) | -5% | 8% | 2%
CCOc1ccc(NC(=O)CSc2nc(O)c(C)c(=O)n2-c2ccc(F)cc2)cc1 | -1% | -15% | -14%
CCOC1(/N=C(\C)NS(=O)(=O)c2ccc(Cl)cc2)C(C)=CC(=O)C=C1C | -3% | ? | 0%
CCOc1ccc(NC(=O)Cn2nnc(-c3ccccc3F)n2)cc1 | -4% | 21µM* | 3%
COCCn1cnc2c(c1=O)c1nc3ccccc3nc1n2/N=C/c1cccc(OC)c1 | -4% | 13µM* | -2%
COc1ccc(NS(=O)(=O)c2ccc3nc(COc4ccc(C#N)cc4)[nH]c3c2)cc1 | -15% | -9% | 6%
CCOC(=O)C1CCN(C2CC(=O)N(c3ccc(OCC)cc3)C2=O)CC1 (stereo unspecified) | 3% | -7% | 4%

Part of the list above, as tab-separated lines.
smiles	FEN1 inh	DT40 TDP1 CPT	N370S GC
O=C(O)c1ccccc1C(c1ccccc1)c1ccccc1O (stereo unspecified)	-17%	-8%	·
COc1cccc(CNc2nnnn2C)c1	10%	0%	2%

New compounds follow.
SMILES | FEN1 inh | DT40 TDP1 CPT | N370S GC
N#Cc1ccc(CN2CC[C@@]3(CCCN(C(=O)c4ccncc4)C3)C2)cc1 | · | 8% | -2%
COc1ccccc1CNC(=O)c1cc2cccc3c2n1CCS3 | -18% | 18µM* | ·
Nc1nc2c(ncn2C2CC(O)C(CO)O2)c(=O)[nH]1 (stereo unspecified) | · | 10µM* | 9%
CCOc1ccc(CCNC(=O)C2CCN(C(=O)N3CC(CC)Oc4ccccc43)CC2)cc1 (stereo unspecified) | -14% | 15µM* | ·
COc1ccc(-c2nc(SCCOc3ccccc3Cl)n3[nH]c(=O)cc3n2)cc1 | -25% | 21µM* | ·
CC(C)OC(=O)CN1C(=O)S/C(=C/c2ccc(N3CCCCC3)o2)C1=O | 0% | 16µM* | -4%
O=C(COc1ccccc1)NCC(=O)N/N=C/c1ccco1 | 3% | -5% | -1%
Cc1ccc(S(=O)(=O)NCCNc2ccc([N+](=O)[O-])cc2)cc1 | -8% | -36% | -9%
O=C(CSc1nc2[nH]ncc2c(=O)n1-c1ccccc1Cl)N1CCCC1 | -4% | 2% | 2%
O=C(NCCc1ccccc1)C(=O)NCC1(c2ccccc2)CCCC1 | -6% | -10% | -9%
Clc1ccc(-c2csc3ncnc(Sc4nnnn4-c4ccccc4)c23)cc1 | -2% | 3.5µM* | ·
C#CCN(C(=O)c1ccc(OC)c(OC2CCN(C(C)C)CC2)c1)C1CCCCC1 | -1% | -24% | 2%
Cc1ccc(Oc2ncc(CN3CC(C)OC(C)C3)s2)cc1 (stereo unspecified) | 0% | -6% | 4%
CCOCCc1nnc(NC(=O)CSc2ccccc2)s1 | 7% | ? | 4%
COC(=O)CCCC(=O)N1CCCC(CNS(=O)(=O)c2ccc(OC)cc2)C1 (stereo unspecified) | -4% | -12% | 5%
Clc1ccc(CSc2nncn3c2cc2occc23)cc1 | ? | ? | ·
COCCNC(=O)C(OC(=O)c1ccco1)c1ccccc1F (stereo unspecified) | 32%[activator] | ? | -2%
CC(C)(C)N(Cc1nc(-c2ccccc2)no1)C(=O)c1ccc2c(c1)OCO2 | -20% | ? | 30%

By substructure: the entries above with a Cl atom
SMILES | FEN1 inh | DT40 TDP1 CPT | N370S GC
CC(Oc1ccccc1Cl)C(=O)N1CCOCC1 (stereo unspecified) | -6% | 20% | 3%
O=[N+]([O-])c1ccc2nc(SCc3ccccc3Cl)sc2c1 | 1% | ? | 4%
CCOC(=O)CCCNC(=O)COC(=O)[C@@H]1CCCN1S(=O)(=O)c1ccc(Cl)cc1 | 0% | -6% | 11%
COc1cccc(-n2c(-c3ccc(Cl)cc3)cc3c2CC(C)(C)CC3=O)c1 | 15% | ? | ·
COc1ccc(CCN2CCCC(CN(C)Cc3cc(Cl)c(O)c(OC)c3)C2)cc1 (stereo unspecified) | 4% | -24% | -6%
Cc1nn(Cc2cccc(C(=O)NN)c2)c(C)c1Cl | 0% | -21% | 2%
O=C1CCCC(=O)C1C1c2ccccc2CCN1C(=O)CCl (stereo unspecified) | -2% | 2% | -1%
Cc1csc(NC(=O)CCn2c(=O)oc3ccc(Cl)cc32)n1 | -14% | ? | -2%
CCOC1(/N=C(\C)NS(=O)(=O)c2ccc(Cl)cc2)C(C)=CC(=O)C=C1C | -3% | ? | 0%
COc1ccc(-c2nc(SCCOc3ccccc3Cl)n3[nH]c(=O)cc3n2)cc1 | -25% | 21µM* | ·
O=C(CSc1nc2[nH]ncc2c(=O)n1-c1ccccc1Cl)N1CCCC1 | -4% | 2% | 2%
Clc1ccc(-c2csc3ncnc(Sc4nnnn4-c4ccccc4)c23)cc1 | -2% | 3.5µM* | ·
Clc1ccc(CSc2nncn3c2cc2occc23)cc1 | ? | ? | ·
